14-3-3 PPI: 14-3-3 gamma protein interaction modulation | FP, 14-3-3gamma / TMR-pS259-Raf peptide binding | actives 0.19% (n = 160,000) | P61981 | inhibition, % at 40 µM; in the data active = inhibition above about 30%;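 note: 0% = protein plus tracer without compound and 100% = blank with tracer alone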
Target sequence (P61981 whole entry, looked up): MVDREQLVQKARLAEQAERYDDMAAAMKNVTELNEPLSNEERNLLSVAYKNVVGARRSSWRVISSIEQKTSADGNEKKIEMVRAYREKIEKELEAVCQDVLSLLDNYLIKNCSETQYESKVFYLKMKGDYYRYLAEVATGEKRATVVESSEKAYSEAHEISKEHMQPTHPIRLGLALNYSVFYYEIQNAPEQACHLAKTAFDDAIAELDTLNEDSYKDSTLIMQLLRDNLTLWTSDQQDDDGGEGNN
Active calls of the source: *; & = joins results of further samples. Only part of the results is shown; the hit share may differ from the screen's.

SMILES	14-3-3 PPI
O=C(O)C1CC(=O)N(CCOc2ccccc2)C1 (stereo unspecified)	8
N#CCSc1nc(N)c(C#N)c(-c2ccccc2)c1C#N	-10
O=C(O)c1ccc(OC(=O)c2ccc3c(c2)C(=O)N(c2ccccc2)C3=O)cc1	-11
COC(=O)CN(c1ccc(C(C)C)cc1)S(=O)(=O)c1c(C)[nH]c(=O)[nH]c1=O	0
CCN(c1ccccc1)S(=O)(=O)c1ccc2[nH]cc(C(=O)NC(C)C)c(=O)c2c1	-8
CCCn1c(SCC(=O)Nc2nnc(C(C)C)s2)nc2c1c(=O)n(C)c(=O)n2C	1
CC1(C)C2CCC1(CS(=O)(=O)NCc1ccc(C(=O)O)cc1)C(=O)C2 (stereo unspecified)	1
CCN(CC)CCCN1C(=O)C(O)=C(C(=O)c2ccc(C)o2)C1c1ccco1 (stereo unspecified)	4
O=C(NC1CCCC1)c1ccc(CSCc2cccc(Cl)c2)o1	8
Cc1ccc(-c2csc(N3C(=O)CN=C3SCc3ccc(Cl)cc3)n2)cc1	0
CC(=O)Nc1nnc(SCc2ccccc2Cl)s1	-1
COc1cc2c(cc1OC)C(C(=O)Nc1cccc(Cl)c1)C(c1cccnc1)N(C)C2=O (stereo unspecified)	-3
O=C(CCc1nc2ccccc2[nH]1)Nc1ccc2c(c1)OCCO2	-4
O=C(Nc1ccc(SC(F)F)cc1)c1ccc2nccnc2c1	-17
COc1ccc2nc3oc(C(=O)NCCc4ccc(Cl)cc4)cc3cc2c1	-2
CCOc1ccc(CCNC(=O)CN(C)S(=O)(=O)c2cccc3nsnc23)cc1OCC	-14
CC(=O)c1ccc(C(C)(C)C)cc1NC(=O)c1ccc(Cl)cc1	1
COc1ccc(N=C2SC(C(N)=O)CC(=O)N2CCCc2ccccc2)cc1 (stereo unspecified)	-13
CCC1CCCCN1S(=O)(=O)c1ccc2c(c1)CCN2C(=O)C1CCC1 (stereo unspecified)	-1&-2
Cc1ccc(C(C(=O)NC2CCCC2)N2CCC(Cc3ccccc3)CC2)cc1 (stereo unspecified)	2

Of the compounds above, 3 have an NH in an aromatic ring.
SMILES	14-3-3 PPI
COC(=O)CN(c1ccc(C(C)C)cc1)S(=O)(=O)c1c(C)[nH]c(=O)[nH]c1=O	0
CCN(c1ccccc1)S(=O)(=O)c1ccc2[nH]cc(C(=O)NC(C)C)c(=O)c2c1	-8
O=C(CCc1nc2ccccc2[nH]1)Nc1ccc2c(c1)OCCO2	-4

Entries listed so far with four or more nitrogen atoms (3):
SMILES	14-3-3 PPI
N#CCSc1nc(N)c(C#N)c(-c2ccccc2)c1C#N	-10
CCCn1c(SCC(=O)Nc2nnc(C(C)C)s2)nc2c1c(=O)n(C)c(=O)n2C	1
CCOc1ccc(CCNC(=O)CN(C)S(=O)(=O)c2cccc3nsnc23)cc1OCC	-14

The listing picks up, repeating the 6 entries before the break.
SMILES	14-3-3 PPI
COc1ccc2nc3oc(C(=O)NCCc4ccc(Cl)cc4)cc3cc2c1	-2
CCOc1ccc(CCNC(=O)CN(C)S(=O)(=O)c2cccc3nsnc23)cc1OCC	-14
CC(=O)c1ccc(C(C)(C)C)cc1NC(=O)c1ccc(Cl)cc1	1
COc1ccc(N=C2SC(C(N)=O)CC(=O)N2CCCc2ccccc2)cc1 (stereo unspecified)	-13
CCC1CCCCN1S(=O)(=O)c1ccc2c(c1)CCN2C(=O)C1CCC1 (stereo unspecified)	-1&-2
Cc1ccc(C(C(=O)NC2CCCC2)N2CCC(Cc3ccccc3)CC2)cc1 (stereo unspecified)	2
CCOc1ccc(C(=O)N2CC(=O)Nc3ccc(C)cc3C2c2ccc(F)cc2)cc1 (stereo unspecified)	-2
Cc1cccc(NC(=O)CSc2nnc(C(O)c3ccccc3)n2-c2ccccc2)c1C (stereo unspecified)	-5
COc1cc(-c2nc3sc4c(c3c(=O)[nH]2)CCCC4)ccc1OCc1ccc([N+](=O)[O-])cc1	5
CN(C)C(=O)N1CCN(C(=O)c2ccco2)CC1	3
CC1(C(=O)O)NC(c2ccccc2O)C2C(=O)N(c3ccccc3[N+](=O)[O-])C(=O)C21 (stereo unspecified)	-5
COc1cc(C(=O)Nc2cc(-c3nc4ccccc4s3)ccc2Cl)cc(OC)c1OC	-32
Cc1ccc(NC(=O)C2c3ccccc3Oc3ccccc32)c(C)c1	1
Cc1ccc(-n2[nH]c(C)c(C=Nc3cc(C)ccn3)c2=O)cc1	-5
C=CCN(C(=O)c1nn(-c2ccc(C)cc2)c(=O)c2c1c1ccccc1n2C)c1ccccc1	4
O=C1C2C3C=CC(C3)C2C(=O)N1c1cc([N+](=O)[O-])ccc1F (stereo unspecified)	1
Cc1noc(C)c1CSCC(=O)OCC(=O)Nc1sccc1C#N	-17
COc1ccc(C2Nc3ccccc3C(=O)N2Cc2ccco2)cc1Cn1cc([N+](=O)[O-])cn1 (stereo unspecified)	-37
O=C(NCc1cccnc1)C(Cc1ccccc1)NS(=O)(=O)c1ccc(Br)cc1 (stereo unspecified)	2
O=C(CS(=O)(=O)c1ccccc1)c1ccc2c(c1)OCCO2	-2
CCSc1nc2sc3c(c2c(=O)n1-c1ccccc1)CCC(C)C3 (stereo unspecified)	6
CCCCC1CC1C(=O)Nc1ncc2c(n1)CC(C)(C)CC2=O (stereo unspecified)	-5
Cc1ccccc1OCC(O)Cn1c(SC(C)C)nc2c1c(=O)[nH]c(=O)n2C (stereo unspecified)	4
COCCOC(=O)c1c(C)oc2ccc(O)c(CN3CCC(C)CC3)c12	-9
Cc1ccccc1-n1cc(-c2ccc3c(c2)OCO3)[nH]c1=S	-21
O=C1c2cccnc2C(=O)N1c1cccc(-c2nc3ccccc3o2)c1	-13

(cont.)
SMILES	14-3-3 PPI
CCSc1nnc(NC(NC(=O)c2ccco2)(C(F)(F)F)C(F)(F)F)s1	9
O=c1oc2c3c4c(cc2c(C(F)(F)F)c1CCN1CCOCC1)CCCN4CCC3	6
CCNc1nc(OCCO)nc(N(C)C)n1	-2
Oc1ccccc1C=Cc1noc(-c2ccccc2O)n1	-2
CC1(C)CC(=O)c2cc(C(=O)NCc3ccco3)c(=O)n(-c3ccccc3)c2C1	-3&2
O=C(Nc1ccc(Br)cc1)c1ccc(F)c(S(=O)(=O)NCc2ccccc2Cl)c1	-19
O=C(CSc1nc2cc(Cl)ccc2o1)N1CCOCC1	-6
NC(=O)C1CCN(C(=O)CCn2c(=S)[nH]c3ccccc3c2=O)CC1	-3
CCOc1ccc(C2CC(=O)C3=C(C2)Nc2ccccc2NC3c2ccccc2[N+](=O)[O-])cc1OC (stereo unspecified)	-20
CCOC(=O)c1ccc(NC(=O)CSc2nnc(-c3cccs3)n2CC)cc1	-7
O=C(Cn1ccc2ccccc2c1=O)NCC(=O)N1CCCCCC1	-6
Cc1nn(Cc2ccccc2)c(C)c1NC(=O)c1cc(-c2ccc(Br)cc2)on1	-52
CCOCCOC(=O)C1=C(C)N(C)C(=O)NC1c1cc(Cl)c(O)c(OC)c1 (stereo unspecified)	1
O=C(c1ccc(F)cc1)N1CCN(c2c(Cl)cccc2[N+](=O)[O-])CC1	13
CCCc1ccc(NC(=O)C2CCN(S(=O)(=O)c3ccc(C)cc3)CC2)cc1	0
Cc1cc(C(=O)NC2CC2)c2ccccc2n1	3
COc1cc(C(=O)Oc2ccc3c(=O)c(Oc4cc(C)cc(C)c4)coc3c2)cc(OC)c1OC	-17
O=C(Cn1ccc2ccccc2c1=O)NCCC(=O)N1CCN(Cc2ccc3c(c2)OCO3)CC1	3
CC1=C(C(=O)OCCOc2ccccc2)C(c2ccccc2C(F)(F)F)C2=C(CCCC2=O)N1 (stereo unspecified)	-3
NC(=O)c1ccccc1NS(=O)(=O)Cc1ccc(Cl)cc1	-3

The listing continues.
SMILES	14-3-3 PPI
COc1cccc(Cc2nc3cc(C)c(C)cc3[nH]c2=O)c1	10
Cc1cc(C)n2nc(SCC(=O)Nc3cccc(Cl)c3)nc2n1	5
Nc1nonc1OCCc1ccccc1	-1
COC(=O)c1c(NC(=O)c2ccc(OC(C)C)cc2)sc2c1CCC(c1ccccc1)C2 (stereo unspecified)	-9
CCn1c(SCC(=O)NCc2ccco2)nc2c1c(=O)n(C)c(=O)n2C	4
CCOc1ccc(-n2nc(C(=O)Nc3ccc(F)cc3)c3ccccc3c2=O)cc1	-4
COc1cc(OC)cc(C(=O)Nc2nc3c(s2)CCc2ccccc2-3)c1	-13
O=C(Cn1ccc2ccccc2c1=O)NCCC(=O)N1CCN(C(=O)c2ccco2)CC1	0&-6
Cc1cc(NC(=O)CC(C)C)nc2c1c(=O)oc1ccccc12	-26
CCOc1cc(C2C(C(=O)c3ccc(C)o3)=C(O)C(=O)N2CCc2ccccc2)ccc1O (stereo unspecified)	-7
COc1ccc(C2=NC(c3cccc(F)c3)NC(c3ccccc3O)C2)cc1 (stereo unspecified)	-5
COc1ccc(CC(=O)N(CC#N)CC#N)cc1	-7
O=C(Nc1ccc(S(=O)(=O)N2CCCCC2)cc1)c1cnccn1	-15
O=C(CN1C(=O)CSC1=O)N1CCc2ccccc2C1	0
Cc1cc(S(=O)(=O)n2c(C=Cc3ccccc3)nc3ccccc32)ccc1F	-12
CCCCOC(=O)c1ccc(NS(=O)(=O)c2cc(-c3nnnn3CC)ccc2OC)cc1	6
CSCCOC(=O)c1[nH]c2c(c1C)C(=O)CC(c1cccs1)C2 (stereo unspecified)	-16
CC(=O)c1c(C)[nH]c(C(=O)N2CCN(C3CCCCC3)CC2)c1C	-11
Cc1nc2nc(SCC(=O)N3CCC(C)CC3)nn2c(C)c1Cc1ccccc1	-5
COc1ccc(NC(=O)CN2C(=O)c3cccc4cccc2c34)c(OC)c1	-1

Remaining list, next part
SMILES	14-3-3 PPI
Cc1ccc(S(=O)(=O)N=C(N)Nc2nc3ccccc3s2)cc1	-3
Cn1cnc2c1c(=O)n(Cc1ccc(F)cc1)c(=O)n2C	1
O=C(COc1ccc([N+](=O)[O-])cc1)OC1CCS(=O)(=O)C1 (stereo unspecified)	-14
CN1C(N)=NC(=O)C1C1(O)C(=O)Nc2ccccc21 (stereo unspecified)	-12
O=C(c1cc(Br)ccc1NS(=O)(=O)c1ccc(Cl)cc1)N1CCN(S(=O)(=O)c2ccc(Cl)cc2)CC1	1
Cc1ccc(S(=O)(=O)N2CCCC(C(=O)NC3=NCCS3)C2)cc1 (stereo unspecified)	8
O=S(=O)(c1cccc2cccnc12)N(CCO)CCO	-2
CC(C)(C)NCC(O)COc1cccc2[nH]c(=O)[nH]c12 (stereo unspecified)	-5
c1ccc(Cn2nnc3c(NCCN4CCOCC4)ncnc32)cc1	-2
CC1(C)C2CCC13CS(=O)(=O)N[C@@H]3C2 (stereo partly specified)	0
Oc1cccc(/C=N/c2c(-c3ccco3)nc3ccccn23)c1	-1
COC(=O)NC(Nc1sc2c(c1C(N)=O)CCCC2)(C(=O)OC)C(F)(F)F (stereo unspecified)	6
Nc1c(C(=O)Nc2ccc([N+](=O)[O-])cc2)sc(=S)n1-c1ccc([N+](=O)[O-])cc1	-8
CCOC(=O)c1nc(Nc2cc(C)cc(C)c2)c2ccccc2n1	-10
CCc1ccccc1NC(=O)C1CCN(C(=O)c2ccc(OC)c(OC)c2)CC1	0
CCOC(=O)C1=C(C)N=C2SC(CC)C(=O)N2C1c1ccc(SC)cc1 (stereo unspecified)	-4
Cc1ccc(C2C=C(c3cccs3)Nc3nnnn32)cc1 (stereo unspecified)	37*
C=CCNC(=O)c1c(NC(=O)c2ccccc2Cl)sc2c1CCCC2	-6
CCc1c(C)c2cc(Cl)c(O)c(CN3CCCCC3)c2oc1=O	-3
CCOC(=O)C(C)Sc1nnc(-c2ccccc2O)n1Cc1ccccc1 (stereo unspecified)	-3

(further entries)
SMILES	14-3-3 PPI
CCOCCCNS(=O)(=O)c1ccc2c(c1)CCN2C(=O)C1CC1	2
CCN(CC)c1cc(Nc2ccc(Cl)cc2)c([N+](=O)[O-])c2nonc12	-80
Clc1ccc(OCCn2ccnc2)c(Cl)c1	-9
O=c1cc(CN2CCN(CCO)CC2)c2cc3c(cc2o1)CCC3	-10
Cc1cc2cc(CNC(=O)c3ccc4c(c3)OCO4)ccc2[nH]1	-11
CCC1Sc2ccccc2N(CC(=O)NCc2cccs2)C1=O (stereo unspecified)	-7
O=C(CC1CCS(=O)(=O)C1)NC1CCCCC1 (stereo unspecified)	-10
COc1ccc(-c2cc(C(F)(F)F)n3nc(C(=O)N4CCC(C)CC4)cc3n2)cc1OC	0
COC(=O)CC1(O)C(=O)C=C(c2ccc(C)cc2)N1c1ccccc1OC (stereo unspecified)	-6
CCOc1ccccc1NC(=O)c1ccc(F)c(S(=O)(=O)N2CCN(c3ccccn3)CC2)c1	0
COc1ccccc1Nc1nc(NCc2ccccc2)c2ccccc2n1	-4
COc1cccc(N(CC(=O)Nc2cccc(C(C)=O)c2)S(C)(=O)=O)c1	-5
CCCCOc1ccccc1NC(=O)C=C(C)C	-2
CNC(=O)c1c(N)sc2c1CCCCC2	-34
Cc1ccc(-c2noc(CCC(=O)Nc3cccc(C)n3)n2)cc1	4
O=C(CCC(=O)c1ccc[nH]1)c1ccc(Cl)cc1	-24
COc1ccc(NC(=O)c2c(NCc3ccc(C)o3)sc3c2CCC(C)C3)cc1 (stereo unspecified)	-87
Cc1c(C(=O)N2CCCCC2)sc2nc(-c3ccccc3)cn12	-4
Cc1ccc2c(c1)C(O)(C1C(=O)Nc3ccc(Br)cc31)C(=O)N2 (stereo unspecified)	-2
Cc1[nH]nc(SCC(=O)NCc2ccc(F)cc2)c1[N+](=O)[O-]	-6
CC(=O)N=c1sc(S(N)(=O)=O)nn1C	-11
COc1cc(C2NC(=O)c3ccccc3O2)cc(OC)c1OC (stereo unspecified)	4
